Compound activity as filed in PubChem BioAssay.
Runt-SMMHC FRET: inhibitors of human RUNX1 Runt domain binding to CBFb-SMMHC; Cerulean-Runt/Venus-CBFb-SMMHC FRET ratio 530/480, 1 h; inhibition, % at 20 µM; 0.74% of 220,000 active;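 active = mean inhibition across duplicate retests at 20 µM reaching about 50%, limit read from the data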;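 note: 0% = DMSO wells and 100% = wells with excess untagged CBFb-SMMHC; inhibitors lower the FRET ratio by blocking Runt binding to CBFb-SMMHC; some results filed as inactive read as strong as hits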
Target sequence (Q01196 whole entry, looked up, the tested form may be a part): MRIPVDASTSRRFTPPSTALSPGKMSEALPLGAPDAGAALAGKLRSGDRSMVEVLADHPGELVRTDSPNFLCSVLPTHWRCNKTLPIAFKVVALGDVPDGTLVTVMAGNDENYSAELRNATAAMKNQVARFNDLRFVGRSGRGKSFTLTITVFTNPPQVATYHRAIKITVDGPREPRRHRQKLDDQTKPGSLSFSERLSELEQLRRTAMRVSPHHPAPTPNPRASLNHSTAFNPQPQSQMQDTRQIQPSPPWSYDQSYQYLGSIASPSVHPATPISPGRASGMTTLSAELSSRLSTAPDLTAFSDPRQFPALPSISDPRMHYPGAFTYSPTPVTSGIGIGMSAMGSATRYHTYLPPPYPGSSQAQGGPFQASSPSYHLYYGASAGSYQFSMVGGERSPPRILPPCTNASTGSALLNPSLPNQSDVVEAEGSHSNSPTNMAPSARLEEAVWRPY
Target sequence (Q13951 whole entry, looked up, the tested form may be a part): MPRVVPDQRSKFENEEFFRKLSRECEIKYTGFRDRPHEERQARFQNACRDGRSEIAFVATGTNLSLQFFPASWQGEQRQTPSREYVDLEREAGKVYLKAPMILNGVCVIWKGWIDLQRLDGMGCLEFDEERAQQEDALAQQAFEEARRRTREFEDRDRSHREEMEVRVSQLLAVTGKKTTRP
Runt-CBFb FRET: Runt domain-CBFb interaction inhibition | Q01196+Q13951 | Cerulean-Runt/Venus-CBFb FRET ratio 530/480, 1 h | inhibition, % at 20 µM | 0.46% of 220,000 active | AID 1496;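 active = inhibition over about 50% at 20 µM in the single-dose screen, limit read from the data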;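 note: 0% = DMSO wells and 100% = excess unlabeled CBFb competitor control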
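Doses: 20 µM compound in 1% DMSO | Material: Cerulean-labeled Runt domain protein | Amount: Each fluorescent fusion protein 100 nM | Schedule: Two 1 h room-temperature incubations shielded from light | Measured by: FRET fluorescence | Evaluation: Loss of energy transfer signal | Controls: Unlabeled CBFb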
NPY-Y1 antag: NPY-Y1 (human) receptor antagonism; P25929; HEK293-CNG Y1 cells, membrane potential fluorescence; NPY at EC95, then isoproterenol; inhibition, % at 3.6 µM; 1% of 200,000 active; AID 1040;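 active = inhibition above the campaign mean inhibition of all tested compounds plus 3 SD, cut at about 20% in these data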;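 note: 0% = DMSO wells given NPY plus isoproterenol and 100% = isoproterenol alone without NPY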
Target sequence (P25929 whole entry, looked up): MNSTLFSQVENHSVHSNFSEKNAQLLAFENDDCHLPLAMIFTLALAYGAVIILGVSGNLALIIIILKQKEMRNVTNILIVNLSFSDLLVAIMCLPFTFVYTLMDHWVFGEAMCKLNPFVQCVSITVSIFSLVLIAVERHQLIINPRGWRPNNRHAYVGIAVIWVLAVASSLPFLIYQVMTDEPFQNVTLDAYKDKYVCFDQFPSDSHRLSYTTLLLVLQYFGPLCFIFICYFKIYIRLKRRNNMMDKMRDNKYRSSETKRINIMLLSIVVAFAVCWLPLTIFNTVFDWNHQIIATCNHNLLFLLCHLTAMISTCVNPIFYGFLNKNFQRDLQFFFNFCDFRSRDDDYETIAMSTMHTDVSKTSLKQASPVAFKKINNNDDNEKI
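Assay system: HEK293 Y1/CNG channel cell line; Doses: single compound dose of 3.6 µM, 0.4% DMSO; Timing: dye 3 h, compound 60 min room temperature, stimulation 45 min; Technique: Membrane-potential fluorescent dye readout; Measure: % inhibition of NPY effect.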
NPY1 pot ag: potentiates or activates human NPY-Y1 receptor; NPY-Y1 expressing cells, potentiator/agonist activation; activation, % at 3.6 µM; 0.37% of 220,000 active; AID 1304; in the data active = activation above about 33%, passing the limit was not always enough;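 note: cells stimulated with NPY at EC10 then isoproterenol at EC100; 0% = low agonist plus stimulus and 100% = saturating agonist plus stimulus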
Hck Nef HTS: blocks Nef-activated human Hck kinase | P08631 | inhibition, % at 20 µM | 0.68% of 220,000 active | Recombinant Hck-YEEI plus Nef, Z-Lyte FRET kinase assay;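 active = Hck-Nef kinase inhibition above about 50%, limit read from the data; inactive = inhibition below that limit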;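 note: 0% = DMSO with Hck plus Nef and 100% = Hck alone without Nef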
MDM2 E3 inh: inhibitors of human Mdm2 E3 ubiquitin ligase; signal enhancement, % at 5 µM; 0.11% of 210,000 active; Q00987; AID 1230; cell-based MDM2 ubiquitination luciferase reporter, 2 h; 0 = plate control, 100 = twice control, blank-subtracted;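 active = signal enhancement of 30% or more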;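 note: luminescence tracks abundance of the self-degrading MDM2-luciferase fusion protein; higher signal means inhibition of MDM2 E3 ligase activity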
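test system = mammalian cells stably expressing self-ubiquitinating, self-degrading MDM2 E3–luciferase fusion | quantity = 2000 cells/well | incubation = cell settling 4 h, compound treatment 2 h, both 37 °C | signal = luminescence with SteadyLite reagent, 15 min at room temperature | evaluation = % enhancement relative to plate controls after blank subtraction | benchmarks = plate controls and plate blanks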
NPY-Y2 PAM-ag: potentiates or activates human NPY-Y2 receptor; activation, % at 3.6 µM; 0.45% of 220,000 active; cells expressing NPY-Y2, potentiator/agonist read-out; P49146; AID 1359; in the data active = activation above about 27%;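 note: cells stimulated with NPY near EC25 plus isoproterenol at EC100; 0% = vehicle plus submaximal agonist and 100% = vehicle plus saturating agonist; some results beyond the cut were filed as inactive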
p97 ATPase inh: inhibitors of human p97 ATPase. P55072. recombinant p97 ATPase, Kinase-Glo ATP luminescence, 3 h. inhibition, % at 8 µM. 0.42% of 220,000 active. AID 1481; in the data active = inhibition above about 15%;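 note: 0% = DMSO vehicle and 100% = wells lacking enzyme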
RBBP9 inh: inhibitors of human serine hydrolase RBBP9; 0.2% of 220,000 active; O75884; inhibition, % at 7.94 µM; recombinant RBBP9, FP-Rh probe fluorescence polarization;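 active = inhibition above the campaign mean of all tested compounds plus 3 SD, cut at about 14% in these data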;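 note: plate controls were DMSO wells with RBBP9 for no effect and wells lacking RBBP9 protein for full effect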
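Controls: DMSO-treated enzyme wells and wells lacking RBBP9 | Material: RBBP9 protein | Technique: Fluorescence polarization | Replication: Single well per compound, no replicates | Buffer or medium: Tris-NaCl-Pluronic buffer, pH 8.0 | Timing: 30 min compound preincubation, 45 min probe labeling, 25 °C | Read-out basis: Percent inhibition from mP, scaled between DMSO and no-protein wells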
Starred values were filed as active, the others as inactive; x = no result given; & = joins results of further samples.

SMILES	Runt-SMMHC FRET	Runt-CBFb FRET	NPY-Y1 antag	NPY1 pot ag	Hck Nef HTS	MDM2 E3 inh	NPY-Y2 PAM-ag	p97 ATPase inh	RBBP9 inh
COc1ccc(N(C(C)C(=O)NN=C2CCCCCCC2)S(C)(=O)=O)cc1 (configuration not stated)	0.2	0.9	3.2	5.0	9.8	-1.5	-2.1	1.2	-9.7
OCC1(CO)COC2(CCCC2)N1	-2.6&-0.2	0.0&0.2	3.6	-12.0&-10.9	-0.6&27.5	-10.4	-10.6&-16.8	3.1&2.0	-6.7&-0.8
O=C(/C=C/N1CCOCC1)c1ccc(-c2ccccc2)cc1	-4.5	-0.9	0.0	2.7	66.2*	-8.8	-18.3	-2.8	-10.4
COc1ccc(/C=N/n2c(N)c(S(=O)(=O)c3cccs3)c3nc4ccccc4nc32)cc1OC	0.9	2.8	1.2	14.8	-0.5	-1.7	0.5	-3.5	-5.7
Cc1c(/C=N/NC(=O)c2cc(=O)[nH]c(=O)[nH]2)c2ccccn2c1C(=O)c1ccccc1	-39.3	-32.3	-5.0	-11.0	-1.2	-21.0	-8.0	-2.4	-4.1
COc1ccc(C(=O)N/C(=C/c2ccco2)C(=O)NC2CCS(=O)(=O)C2)cc1 (configuration not stated)	0.0	0.4	-4.2	-3.0	21.6	-14.3	6.5	1.9	0.0
O=C(N1CCOCC1)N1CCN(S(=O)(=O)N2CCCCC2)CC1	-1.2	0.2	-1.7	20.0	16.2	0.9	-1.9	1.0	-2.6
CC1CCCCN1C(=O)N[C@@H](Cc1ccccc1)C(=O)O (some centres not stated)	-2.7	-1.8	-1.7	4.2	2.4	4.1	-1.0	4.5	1.9
Cc1ccc2c(c1)N(C(=O)NC1CCCCC1)C(C)(C)CC2C (configuration not stated)	-0.4	1.6	-1.6	23.8	-0.7	x	6.7	6.5	-0.3
Cc1ccc(S(=O)(=O)N2CCN(C(=O)c3cc(=O)[nH]c4ccccc34)CC2)c(C)c1	-0.6	-1.6	5.8	1.7	0.0	-4.5	-7.9	-5.4	5.2
Cc1nnc(NN2CCOCC2)[nH]c1=O	3.2	1.6	7.6	-1.2	17.6	-6.6	5.8	-4.4	-7.1
O=C1CC(C(=O)Nc2ccccc2)N=C(N2CCOCC2)N1 (configuration not stated)	-4.4	-1.0	-1.7	-18.9	-13.8	-18.4	-7.9	-6.8	-15.0
Cc1nn(C)cc1/C=C/C(=O)c1ccccc1	2.1	1.2	5.9	-21.0	6.6	-22.2	-20.3	3.1	-4.0
O=C(NCc1ccco1)c1nnc(Cc2ccc(Cl)cc2)o1	-2.5	2.6	4.9	3.6	3.1	-2.7	-9.7	0.5	-3.3
O=C(N/N=C/c1cn(-c2ccccc2)nc1-c1ccc(F)cc1)c1ccc(Br)o1	2.0	0.8	-2.3	-17.0	-1.3	-8.9	-16.2	-2.9	-2.9
COc1ccc(Nc2nc(N)nc(CSC(=S)N3CCN(C)CC3)n2)cc1	-6.3	1.0	0.8	-5.7	10.5	-13.7	5.5	0.4	-5.8
CCCCOc1cccc(C(=O)NC(=S)Nc2ccc(Cl)c(C(=O)O)c2)c1	1.8	2.6	7.2	6.3	23.3	-9.6	-9.8	5.0	1.9
Cc1nn(Cc2ccc(Cl)cc2Cl)c(C)c1NC(=O)c1ccc(COc2cc(Cl)ccc2Cl)o1	1.9	3.1	1.6	9.2	0.9	-6.5	0.6	-1.5	-8.1
CC(C)OCCCNC(=O)CCc1nc(-c2ccccc2)no1	4.8	-1.6	3.8	0.7	-0.4	-16.2	12.6	2.8	0.0
O=c1[nH]c(Cc2ccccn2)nc2scc(-c3ccc(Cl)cc3)c12	-4.0	-1.6	-8.1	25.0	-0.9	-4.9	11.4	0.4	-10.8
Cc1ccc(C)c(CN2C(=O)C(C)Oc3ccc(C)cc32)c1 (configuration not stated)	4.8	-0.7	12.4	-39.1	-0.4	-7.0	-9.6	-7.3	-8.0
COc1ccc(N(CC(=O)N/N=C/c2cc(Br)c(C)o2)S(=O)(=O)c2ccc(NC(C)=O)cc2)cc1	x	x	-10.1	9.3	23.1	-4.4	14.7	15.2*	-8.6
O=C(O)CSCC(=O)N1CCN(S(=O)(=O)c2cc(Cl)cc(Cl)c2)CC1	0.3	-0.3	x	7.9	14.1	-2.2	2.9	9.4	6.5
CCN(CC)C(=O)COc1cc(C)cc2oc(=O)cc(-c3ccccc3)c12	1.4	-1.7	4.2	-17.2	-0.5	-6.2	-8.8	-10.6	-11.9
O=C(C1=C[C@H](c2ccc3c(c2)OCO3)C[C@H](OCc2ccc(CO)cc2)O1)N1CCN(Cc2ccc3c(c2)OCO3)CC1	0.7	-1.3	-2.5	19.2	9.8	x	-3.5	5.0	-3.1
CC(=O)N1N=C(c2ccc(NS(C)(=O)=O)cc2)CC1c1ccc2nccnc2c1 (configuration not stated)	x	x	0.8	-10.0	15.3	-17.8	-15.5	5.1	1.7
COc1ccc(C(C(=O)NC2CCCC2)N(Cc2ccccc2)C(=O)c2nsc(Cl)c2Cl)cc1 (configuration not stated)	2.9	2.7	36.1*	-45.7	-0.8	-28.8	-44.7	-4.2	-11.6
CCN(CC)S(=O)(=O)c1cccc(NN=c2c(=O)c3ccccc3c2=O)c1	-14.8	0.4	x	-6.5	18.3	-20.9	4.0	6.5	0.0
NC(=O)/C(=C/c1cccnc1)NC(=O)c1ccccc1	-2.4	-0.6	x	-1.2	17.7	-8.3	3.6	0.6	-10.7
COc1cc2[nH]cc(C(=O)NCc3cccs3)c(=O)c2cc1OC	x	x	5.9	-16.3	4.5	x	-12.6	-7.6	-9.5
CCCCOc1ccc(C(=O)Nc2ccc(N3CCN(C(=O)C(C)C)CC3)cc2)cc1	-1.5	-3.7	-4.5	2.3	-11.1	-5.7	7.0	-2.9	2.1
Cc1cc(C(F)(F)F)n2ncc(-c3ccc(F)cc3)c2n1	0.0	0.1	0.0	5.1	1.3	-6.2	20.4	2.3	0.9
COCC(=O)N1CCCN(c2nc3c(C)cccc3cc2C#N)CC1	37.7	8.1	-3.9	2.3	9.9	-15.3	1.6	2.3	10.7
COC(=O)c1cccc(S(=O)(=O)N2CCOCC2)c1	0.5	0.3	-1.8	7.8	0.6	-17.9	-2.9	0.3	0.0
CC(C)CC(=O)Nc1ncnc2c1C(=O)CC(C)(C)C2	-1.5	-2.8	1.2	8.2	0.4	1.9	2.4	4.7	-2.5
CC(C)(C)CC(C)(C)NC(=S)Nc1ccc2nc(-c3ccccn3)c(-c3ccccn3)nc2c1	-44.5	-34.5	-3.3	7.8	0.3	-3.9	7.0	1.5	-4.7
COc1ccc(NC(=S)NCc2cccs2)cc1	-2.3	0.3	2.3	0.4	12.4	-0.8	-4.7	1.9	-1.1
O=C(Nc1ccccc1)c1ccccc1O	0.4	-2.5	-10.0	-8.2	0.0	-8.3	0.5	-2.4	-4.2
COc1ccc2nc(NC(=O)c3cc(S(=O)(=O)N4CCOCC4)ccc3C)sc2c1	1.6	-0.2	6.1	-23.3	-2.0	-18.2	5.8	-3.0	-3.7
CC(C)CNS(=O)(=O)c1ccc(OCC(=O)NCc2ccco2)cc1	4.6	-2.3	5.5	8.7	2.0	-2.0	7.5	6.5	1.5
O=C(/C=C/Nc1ccccc1)c1cnc(-c2ccccc2)s1	-137.5	-30.9	-2.4	-8.6	-2.7	-13.3	-17.9	1.5	-0.7
Cn1c(N)c(C(=O)COC(=O)c2ccc3c(c2)C(=O)N(c2ccc(Cl)cc2)C3=O)c(=O)n(C)c1=O	-4.6	-0.6	1.7	-7.2	-2.0	x	-1.5	-0.8	-1.1
CCOC(=O)c1c(C)[nH]c(C(=O)COC(=O)c2ccncc2)c1C	-1.0	-2.8	5.5	-4.6	0.0	-2.2	3.2	-0.1	-5.1
Cc1oc(-c2ccccc2F)nc1CN1CCC(C(=O)NC2CC2)CC1	2.2	-1.0	-5.5	-4.8	3.9	-16.1	-29.2	0.8	-6.4
COC(=O)[C@H](CC(C)C)NC(=O)CCc1nnc(COc2ccccc2)o1	-1.8	2.6	0.8	13.2	-0.7	-7.8	-25.2	1.8	4.9
COc1ccc(OCc2nc(N)nc(Nc3ccccc3)n2)cc1	-1.3	-1.4	-2.5	14.5	1.5	-13.3	3.3	1.9	-9.1
O=C(N/N=C/c1ccc(N2CCOCC2)cc1)c1ccccc1NS(=O)(=O)c1cccs1	7.8	1.7	-1.1	9.2	18.1	2.0	13.9	1.5	-2.1
CC(C)(C)C(=O)O/N=C(\N)c1ccc(Br)cc1	-2.8	-0.3	x	1.3	3.5	-6.5	9.9	6.7	-7.6
O=C(c1ccc(F)cc1)C1CCN(C(=O)Nc2ccccc2Cl)CC1	-2.3	-0.8	7.6	5.3	0.3	-14.7	-7.3	2.4	-4.1
CCCSc1nc2sc3c(c2c(=O)[nH]1)CC(C)CC3 (configuration not stated)	-2.3	1.9	5.6	-6.6	-1.9	x	6.4	4.2	10.1
Cc1ccc(NC(=O)COc2ncnc3ccccc23)cc1S(=O)(=O)N1CCOCC1	2.4	-3.8	-3.6	9.6	3.3	-5.4	13.5	2.4	-4.9
Cc1ncc([N+](=O)[O-])n1CC(C)O (configuration not stated)	-0.6&1.7	1.0&0.9	-0.5&1.2	14.1&7.7	0.5	x	6.9&-6.6	4.6&2.0	-6.1&1.3
Nc1cc2c(cc1[N+](=O)[O-])OCCO2	-3.1	-0.1	5.2	-7.0	5.8	-3.3	-7.3	4.0	-5.1
CCCCn1c(SCC(=O)N2c3ccccc3CCc3ccccc32)nc2c1c(=O)n(C)c(=O)n2C	3.0	-2.8	6.7	-40.6	9.7	1.6	-6.8	0.0	-10.4
CCCCn1c(=O)c(CCC(=O)OCC(=O)Nc2ccc(C)c(Cl)c2)nc2ccccc21	-2.1	-2.2	1.7	-6.9	0.3	-5.4	0.5	0.3	-3.6

Not a retest: entries from further up.
SMILES	Runt-SMMHC FRET	Runt-CBFb FRET	NPY-Y1 antag	NPY1 pot ag	Hck Nef HTS	MDM2 E3 inh	NPY-Y2 PAM-ag	p97 ATPase inh	RBBP9 inh
CCCCn1c(SCC(=O)N2c3ccccc3CCc3ccccc32)nc2c1c(=O)n(C)c(=O)n2C	3.0	-2.8	6.7	-40.6	9.7	1.6	-6.8	0.0	-10.4
CCCCn1c(=O)c(CCC(=O)OCC(=O)Nc2ccc(C)c(Cl)c2)nc2ccccc21	-2.1	-2.2	1.7	-6.9	0.3	-5.4	0.5	0.3	-3.6
